Assay outcomes from PubChem BioAssay.
hIAP block: human IAP inhibition. 330,000 tested, 0.12% active. P09923. purified IAP, CDP-Star luminescence, 30 min. inhibition, % at 10 µM;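 active = inhibition reaching a set limit with compound at 10 µM in the primary screen, cut at about 35% in these data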;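 also: plate controls were DMSO wells with enzyme for no effect and no-enzyme buffer wells for full effect; values of inactives mirror those of a sister screen read the other way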
Target sequence (P09923 whole entry, looked up): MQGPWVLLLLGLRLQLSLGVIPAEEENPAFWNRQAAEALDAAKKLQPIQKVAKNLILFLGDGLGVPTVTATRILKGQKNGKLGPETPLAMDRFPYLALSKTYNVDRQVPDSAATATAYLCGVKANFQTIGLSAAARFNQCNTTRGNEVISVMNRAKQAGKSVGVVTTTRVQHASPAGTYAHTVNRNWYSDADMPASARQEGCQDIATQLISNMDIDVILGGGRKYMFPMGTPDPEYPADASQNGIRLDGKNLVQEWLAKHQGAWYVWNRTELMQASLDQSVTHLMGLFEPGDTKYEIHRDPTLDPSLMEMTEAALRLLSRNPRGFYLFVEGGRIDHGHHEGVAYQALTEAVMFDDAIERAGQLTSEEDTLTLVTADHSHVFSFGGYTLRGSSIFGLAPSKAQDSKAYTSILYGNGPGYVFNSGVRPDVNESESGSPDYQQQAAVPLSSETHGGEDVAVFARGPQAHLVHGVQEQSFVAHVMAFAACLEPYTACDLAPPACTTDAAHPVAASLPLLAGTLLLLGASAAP
MIN6 prolif: induces beta-cell replication in MIN6 cells. MIN6 cells proliferation, ATPlite luminescence, 48 h; cells starved in 0.2% serum; 100% = growth in 10% serum. proliferation, % at 10 µM. 330,000 tested, 0.29% active. AID 2380;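 active = compounds whose signal lies at least 3.5 SD above the mean of all wells on their plate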;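 also: 0% = DMSO-treated cells in low-serum medium and 100% = 10% serum control; some compounds called inactive have numbers as strong as hits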
mIAP activ: mouse IAP activation; AID 2805; 330,000 tested, 0.24% active; muIAP, CDP-Star luminescence, 30 min; active compounds read high; 1 = vehicle-only enzyme signal, 0 = enzyme-free wells; activation factor at 10 µM;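 active = activation factor of at least 2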; also: the source names both 10 and 20 µM as test concentration; values of inactives mirror those of a sister screen read the other way
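Assay system: mouse IAP enzyme; Reagent: CDP-Star chemiluminescent phosphatase substrate; Compound: DMSO-dissolved test compounds; Incubation: 30 min, room temperature; Technique: luminescence from enzymatic CDP-Star hydrolysis; Controls: DMSO-only wells and no-enzyme negative control.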
hIAP act: human IAP activation. 330,000 tested, 0.16% active. purified human IAP, CDP-Star luminescence, 30 min; active compounds read high; 1 = vehicle-only enzyme, 0 = enzyme-free background. P09923. AID 2524. activation factor at 10 µM;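 active = activation factor of the enzyme at least 2-fold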; also: the source names both 10 and 20 µM as test concentration; values of inactives mirror those of a sister screen read the other way
mIAP inh: blocks mouse intestinal alkaline phosphatase; purified mouse IAP, CDP-Star luminescence, 30 min; inhibition, % at 10 µM; 330,000 tested, 0.2% active;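 active = inhibition of at least 40% at 10 µM in the primary screen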;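 also: plate controls were DMSO with enzyme for no effect and no enzyme wells for full effect; values of inactives mirror those of a sister screen read the other way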
SENP1 FRET inh: SENP1 (human) catalytic domain inhibition; recombinant SENP1 catalytic domain, CyPet-SUMO1-YPet FRET cleavage; Q9P0U3; inhibition, % at 10 µM; 360,000 tested, 0.21% active;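 active = inhibition at least 30% at 10 µM, raw YFP signal under a set limit, fluorescence ratio 0.5 to 1.5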;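 also: 0% = enzyme with DMSO and 100% = no enzyme wells; some results filed as inactive read as strong as hits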
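material = recombinant human SENP1 catalytic domain, His6-tagged | quantity = 20 pM enzyme | reagent = 25 nM SUMO1 FRET substrate | compound dosing = 10 µM single point, 0.5% DMSO | timing = 50 min enzyme reaction, room temperature, light-protected | detection = FRET, CFP and YFP emission | control set = no-enzyme low, enzyme-DMSO high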
A3A deaminase: inhibitors of human APOBEC3A DNA deaminase | P31941 | recombinant A3A, FAM/TAMRA ssDNA deamination fluorescence | inhibition, % at 20 µM | 330,000 tested, 0.41% active | AID 493011;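 active = at least 40% inhibition at 20 µM here, with at most 30% in a related deaminase screen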;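 also: plate controls were A3A with DMSO for no effect and wells lacking A3A enzyme for full effect; some results filed as inactive read as strong as hits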
Target sequence (P31941 whole entry, looked up): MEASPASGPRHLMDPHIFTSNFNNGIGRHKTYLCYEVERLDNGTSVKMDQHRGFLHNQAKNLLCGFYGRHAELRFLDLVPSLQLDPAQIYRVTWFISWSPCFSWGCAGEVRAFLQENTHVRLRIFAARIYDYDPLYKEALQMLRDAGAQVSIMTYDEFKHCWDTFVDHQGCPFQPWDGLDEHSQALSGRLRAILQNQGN
A3G deaminase: APOBEC3G (human) deaminase inhibition; AID 493012; 330,000 tested, 0.28% active; recombinant A3G, ssDNA deamination FAM/TAMRA fluorescence; inhibition, % at 20 µM;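 active = inhibition of at least 40% at 20 µM, with no more than 30% in the related APOBEC3A deaminase screen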;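 also: plate controls were DMSO wells with A3G for no effect and wells lacking A3G enzyme for full effect; some compounds called inactive have numbers as strong as hits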
Target sequence (Q9HC16 whole entry, looked up): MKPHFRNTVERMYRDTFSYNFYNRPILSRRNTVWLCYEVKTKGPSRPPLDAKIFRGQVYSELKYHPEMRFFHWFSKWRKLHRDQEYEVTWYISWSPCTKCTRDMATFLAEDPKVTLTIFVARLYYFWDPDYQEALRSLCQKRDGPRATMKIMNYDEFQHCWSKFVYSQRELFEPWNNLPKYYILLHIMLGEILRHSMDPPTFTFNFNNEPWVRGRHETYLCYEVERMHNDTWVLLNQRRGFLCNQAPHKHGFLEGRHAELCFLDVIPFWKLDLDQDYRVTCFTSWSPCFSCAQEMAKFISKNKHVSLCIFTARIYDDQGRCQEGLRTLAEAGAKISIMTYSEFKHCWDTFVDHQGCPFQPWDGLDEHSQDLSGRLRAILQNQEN
NLRP3 yeast inh: blocks the NALP3 inflammasome reconstituted in yeast | Yeast reconstituted NLRP3/ASC/caspase-1, beta-gal luminescence, 24 h | AID 2825 | inhibition, % at 10 µM | 330,000 tested, 0.39% active;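 active = inhibition of 50% or more; inactive = inhibition below 50%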;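 also: plate controls were induced DMSO wells for no effect and uninduced yeast grown without galactose for full effect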
Starred values were filed as active, the others as inactive; / = not tested or not shown.

SMILES	hIAP block	MIN6 prolif	mIAP activ	hIAP act	mIAP inh	SENP1 FRET inh	A3A deaminase	A3G deaminase	NLRP3 yeast inh
CC(C)CCOc1ccc(C2(C)NC(=O)N(CN3CCOCC3)C2=O)cc1 (stereo not given)	-13.0	-0.2	1.02	1.13	-2.0	0.7	-12.7	-5.4	2.9
CCOC(=O)C1=C(C)Nc2nnnn2C1c1ccc(OC)c(Br)c1 (stereo not given)	7.8	3.6	0.961	0.922	3.9	0.9	-2.1	-4.7	1.7
COc1ccc(-c2nc(=S)[nH][nH]2)cc1OC	-20.5	-3.6	0.933	1.21	6.7	3.3	-14.7	61.1*	17.6
O=C1CC(N2CCC(c3nc4ccccc4s3)CC2)C(=O)N1Cc1ccccc1 (stereo not given)	-8.0	-1.5	0.958	1.08	4.2	-0.7	-0.9	-5.7	8.0
O=S(=O)(NCCc1csc(-c2cccnc2)n1)c1ccc(Cl)s1	9.1	2.5	0.811	0.909	18.9	-17.6	-2.0	3.2	39.6
CCCCN(CC)CCCNC(=O)c1cc2c(-c3ccc(OC)c(OC)c3)nn(C)c2s1	-48.9	-5.2	1.1	1.49	-10.5	-0.8	2.6	-5.5	10.4
Cc1ccc(/C=N/NC(=S)N2CCOCC2)cc1	-1.1	-2.5	0.951	1.01	4.9	-0.7	-2.1	-3.9	27.9
C/C(=N\NC(N)=S)c1cc(-c2ccccc2)c(-c2ccccc2)s1	6.0	-5.0	0.799	0.94	20.1	-11.4	-7.5	-6.6	46.9
COc1ccc(Nc2nc(-c3ccc4c(c3)NC(=O)CO4)cs2)cc1	15.2	-1.5	0.974	0.848	2.6	-9.6	-1.3	-4.9	12.5
CCOC(=O)c1ccccc1NC(=S)N1CC(C)CC(C)C1 (stereo not given)	3.0	1.7	0.948	0.97	5.2	0.7	1.5	-1.6	19.8
Cc1cc(NCCCn2ccnc2)n2nc(C)c(-c3ccc(Cl)cc3)c2n1	-15.1	-5.4	0.854	1.15	14.6	-3.4	-2.2	-3.5	15.3
Oc1ccc(C[C@H]2CNCCN2CCc2cccc(F)c2)cc1	6.1	-3.9	0.98	0.939	2.0	0.4	2.6	2.9	9.8
Cc1ccc(CN2C(=O)C3CCCN3c3ncccc32)cc1 (stereo not given)	-1.5	-0.2	0.988	1.01	1.2	-38.2	-3.9	-10.6	10.6
CCCS(=O)(=O)N1CCN(C2CCC(C)CC2)CC1 (stereo not given)	5.0	-1.4	1.1	0.95	-10.1	-0.7	8.2	-9.1	-9.3
Cc1cc(C)cc(NC(=O)C2CCN(c3nc(C)cc(C)n3)CC2)c1	-2.9	-4.3	1.09	1.03	-9.4	1.2	0.1	-1.0	6.5
COC(=O)c1c(NC(=O)CCCC(=O)O)sc(C)c1C	-11.0	-2.1	0.908	1.11	9.2	-0.7	-3.2	-6.9	20.3
O=C(O)CC1C(=O)NCCN1C/C=C/c1ccccc1 (stereo not given)	14.0	-0.2	0.888	0.86	11.2	-1.9	1.3	4.8	12.6
CCC(C(=O)NC1CCCCC1)n1nc(C)c2c(C)n(-c3ccccc3)nc2c1=O (stereo not given)	12.0	-1.5	1.03	0.88	-2.7	0.2	2.4	-5.1	0.2
Cc1ccc(C2NC(=O)NC(O)(C(F)(F)F)C2C(=O)c2ccccc2)o1 (stereo not given)	-11.4	-2.9	1.09	1.11	-8.7	-0.8	0.3	-2.0	15.9
COc1ccc(S(=O)(=O)N2CCN(C(=O)c3ccc4ccccc4n3)CC2)cc1	2.2	0.0	0.994	0.978	0.6	0.1	13.3	-6.9	22.0
CC(C)(C)c1ccc(S(=O)(=O)n2c(CN3CCOCC3)nc3ccccc32)cc1	-7.5	-2.4	1.04	1.07	-4.2	-2.5	0.8	-0.6	9.9
CC(C)[C@H](NC(=O)c1ccccc1F)C(=O)NCCc1ccccc1	-14.6	0.8	1.09	1.15	-8.9	-1.4	21.6	2.3	20.7
CCCCN1CC(O)=C(c2nc3ccccc3s2)C1=N	20.0	0.0	1.11	0.8	-11.1	-17.5	-4.5	-6.3	19.1
O=C(CN1CCc2ccccc21)Nc1ccc2c(c1)OCCCO2	2.0	-1.4	0.924	0.98	7.6	-3.3	-2.0	-1.4	19.5
CC1CCN(CC(=O)Nc2cccc(Cl)c2)CC1	-5.0	-2.3	1.03	1.05	-3.3	0.7	4.1	-4.5	5.5
Cc1ccc2nc(-c3cccc(NC(=O)c4ccc5c(c4)OCCO5)c3)oc2c1	2.0	-6.3	0.957	0.98	4.3	0.1	-1.5	-7.6	-4.3
COC(=O)CCC(=O)OC1(C)C(=O)C2=CN(Cc3ccc(OC)cc3)C(c3ccc(OC)cc3)=CC2=C(Br)C1=O (stereo not given)	23.0	-0.1	0.861	0.77	13.9	-44.3	2.0	-8.7	13.5
Cc1cccc(-c2ccc(C=Nc3c(C)n(C)n(-c4ccccc4)c3=O)o2)c1	13.7	-0.1	0.921	0.863	7.9	-1.0	1.9	3.9	10.9
Cn1c(=O)c2c(O)c(C=Nc3ccc(F)cc3)c(=O)n(C)c2n(C)c1=O	-9.6	1.7	0.983	1.1	1.7	/	-6.0	-4.1	15.3
CC(C)(C)N=C1NN=C(c2ccc(S(=O)(=O)N3CCCCC3)cc2)CS1	6.2	-4.3	1.02	0.938	-1.6	1.9	-1.8	3.1	14.2

Shown with values under each structure: entries from further up.
Sequence of screens – hIAP block	MIN6 prolif	mIAP activ	hIAP act	mIAP inh	SENP1 FRET inh	A3A deaminase	A3G deaminase	NLRP3 yeast inh
Cn1c(=O)c2c(O)c(C=Nc3ccc(F)cc3)c(=O)n(C)c2n(C)c1=O
 : -9.6	1.7	0.983	1.1	1.7	/	-6.0	-4.1	15.3
CC(C)(C)N=C1NN=C(c2ccc(S(=O)(=O)N3CCCCC3)cc2)CS1
 : 6.2	-4.3	1.02	0.938	-1.6	1.9	-1.8	3.1	14.2

(more compounds)
SMILES	hIAP block	MIN6 prolif	mIAP activ	hIAP act	mIAP inh	SENP1 FRET inh	A3A deaminase	A3G deaminase	NLRP3 yeast inh
CCOC(=O)/C(=N\Nc1ccccc1Cl)N1CC(C)OC(C)C1 (stereo not given)	4.0	-0.7	1.05	0.96	-4.9	2.4	-6.3	-4.7	13.9
COc1ccc(C2=NOC(C(=O)Nc3cccnc3)C2)cc1 (stereo not given)	17.3	-2.7	0.947	0.827	5.3	1.7	-0.1	-5.8	-3.6
O=C(NC1CC1)C1=C[C@@H](c2ccc3c(c2)OCO3)C[C@@H](OCCCCO)O1	3.3	-2.5	0.98	0.967	2.0	-0.6	-3.0	2.8	14.9
CC(=O)Nc1ccc(NC(=O)C(C)OC(=O)[C@@H]2CCCN2C(=O)c2cccs2)cc1 (stereo not given in full)	-3.6	-1.6	1.1	1.04	-9.9	0.0	4.6	-2.4	17.3
CCOC(=O)C1CCN(C(=O)c2ccccc2NS(=O)(=O)c2cc(C)ccc2C)CC1	4.6	-0.2	0.951	0.954	4.9	-0.4	3.7	2.7	4.9
COc1cc(NC(=O)CCc2nnc3ccc(N4CCOCC4)nn23)cc(OC)c1OC	-32.8	2.1	1.05	1.33	-4.8	-1.0	-2.2	0.0	8.6
COc1ccc(N2C(=O)CC(N3CCN(C4CCc5ccccc5C4)CC3)C2=O)cc1 (stereo not given)	-24.6	-0.6	1.08	1.25	-7.9	-1.4	-7.5	-6.2	8.5
CCCCNc1c(-c2ccc(-c3ccc(C(C)=O)cc3)c(OC)c2)nc2cnccn12	17.3	-6.9	0.934	0.827	6.6	-28.1	-3.3	-12.9	6.3
CC(OC(=O)C1=NN(c2ccccc2)C(=O)CC1)C(=O)NC1CCCCC1C (stereo not given)	-14.3	6.0	0.961	1.14	3.9	4.2	-1.5	-1.9	15.0
CCN(Cc1ccc(OC)c(F)c1)C(=O)C1CCCO1 (stereo not given)	-3.0	0.3	1.01	1.03	-0.8	-4.5	55.6*	5.2	6.1
COc1cccc(C(c2sc3nc(C)nn3c2O)N2CCN(c3ccccc3F)CC2)c1 (stereo not given)	-25.6	-2.8	1.01	1.26	-0.7	-0.3	2.1	-6.1	17.0
CCc1noc(C)c1C(=O)N1CCN(S(=O)(=O)c2cc(C)ccc2C)CC1	-9.6	5.3	0.955	1.1	4.5	0.0	0.3	-2.2	1.3
COc1ccc(NS(=O)(=O)c2cccc3nsnc23)cc1OC	-3.7	0.8	1.04	1.04	-4.2	0.6	-0.2	0.7	13.6
CCOC(=O)C1(CCCc2ccccc2)CCN(C(=O)CCc2cnccn2)CC1	-12.9	-2.8	0.955	1.13	4.5	-1.3	-3.0	-5.1	16.5
c1ccc(-c2csc(NC3=NCCCCC3)n2)cc1	-16.1	-3.2	0.962	1.16	3.8	0.0	-2.0	-4.7	25.5

Retrieved by structure from the list above, five records:
SMILES	hIAP block	MIN6 prolif	mIAP activ	hIAP act	mIAP inh	SENP1 FRET inh	A3A deaminase	A3G deaminase	NLRP3 yeast inh
c1ccc(-c2csc(NC3=NCCCCC3)n2)cc1	-16.1	-3.2	0.962	1.16	3.8	0.0	-2.0	-4.7	25.5
COc1cccc(C(c2sc3nc(C)nn3c2O)N2CCN(c3ccccc3F)CC2)c1 (stereo not given)	-25.6	-2.8	1.01	1.26	-0.7	-0.3	2.1	-6.1	17.0
CCOC(=O)C1(CCCc2ccccc2)CCN(C(=O)CCc2cnccn2)CC1	-12.9	-2.8	0.955	1.13	4.5	-1.3	-3.0	-5.1	16.5
CC(OC(=O)C1=NN(c2ccccc2)C(=O)CC1)C(=O)NC1CCCCC1C (stereo not given)	-14.3	6.0	0.961	1.14	3.9	4.2	-1.5	-1.9	15.0
CCOC(=O)/C(=N\Nc1ccccc1Cl)N1CC(C)OC(C)C1 (stereo not given)	4.0	-0.7	1.05	0.96	-4.9	2.4	-6.3	-4.7	13.9

Next section.
SMILES	hIAP block	MIN6 prolif	mIAP activ	hIAP act	mIAP inh	SENP1 FRET inh	A3A deaminase	A3G deaminase	NLRP3 yeast inh
O=C(CCSc1ccccc1)Nc1ncccn1	0.1	1.0	1.01	0.999	-1.5	1.9	-3.7	-5.4	3.6
OC(c1nnc(-c2ccccc2)o1)c1cccs1 (stereo not given)	-3.3	-1.2	1.03	1.03	-2.7	1.4	-3.1	-16.1	9.1
CCOC(=O)CNC(=O)c1sc(NC(=O)/C=C/c2ccccc2)nc1C	-3.7	0.2	0.949	1.04	5.1	0.9	0.6	-4.5	16.7
CCOc1cc(/C=C2\C(=O)N(c3ccc(C(N)=O)cc3)N=C2C)ccc1OC(=O)c1cccs1	17.3	-6.5	0.894	0.827	10.6	14.2	-3.0	-6.1	3.9
CC(C)CN(C(=O)C1CCC1)c1c(N)n(Cc2ccccc2)c(=O)[nH]c1=O	-8.1	0.8	1.03	1.08	-2.6	-1.9	-1.3	-5.7	5.6
COC(=O)c1ccccc1NC(=O)C1CC(c2ccccc2O)=NO1 (stereo not given)	2.7	-2.4	1.02	0.973	-1.6	4.5	-0.1	-5.2	23.1
COC(=O)[C@]1(Cc2ccccc2)N[C@H](CN(C)C(=O)c2ccccc2)[C@@H]2C(=O)N(Cc3ccccc3)C(=O)[C@@H]21	15.6	2.7	0.961	0.844	3.9	1.3	-3.3	-4.0	14.2

This is a subset; rates above refer to the full screens.
